SIRT5 block – inhibitors of human sirtuin-5 desuccinylase | Purified SirT5, succinyl-peptide AMC, trypsin-coupled fluorescence | AID 652115 | 330,000 compounds, 1.1% hits | inhibition, % at 15 µM; in the data active means inhibition above about 15%
Target sequence (Q9NXA8 whole entry, looked up): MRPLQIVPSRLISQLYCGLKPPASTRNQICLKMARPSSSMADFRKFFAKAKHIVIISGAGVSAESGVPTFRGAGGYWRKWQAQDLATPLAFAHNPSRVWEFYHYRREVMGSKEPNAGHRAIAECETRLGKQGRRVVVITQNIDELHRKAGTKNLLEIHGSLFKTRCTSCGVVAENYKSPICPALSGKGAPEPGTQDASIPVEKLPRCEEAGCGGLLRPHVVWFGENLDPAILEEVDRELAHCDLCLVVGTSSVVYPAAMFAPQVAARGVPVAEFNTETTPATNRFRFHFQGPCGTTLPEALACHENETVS
Statin myotox sup – suppression of simvastatin myotoxicity | C2C12 myotubes + simvastatin, ATP luminescence, 48 h; scaled: DMSO 0, geranylgeraniol control 100 | rescue of ATP level, % at 7.49 µM | 330,000 compounds, 0.78% hits;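 active means mean ATP rescue above about 67%, or every replicate alone reaching that limit, limit read from the data, passing the limit was not always enough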;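 further: myotubes were challenged with 10 µM simvastatin during compound exposure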
Casp6 inh – caspase-6 (human) enzyme inhibition; AID 686996; inhibition, % at 12.5 µM; purified caspase-6, Z-VEID-R110 cleavage fluorescence; P55212; 350,000 compounds, 0.53% hits;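 active means mean inhibition across replicates at least about 35%, with every replicate also reaching that limit, limit read from the data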;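 further: 0% = median of neutral control wells and 100% = no fluorescence left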
Target sequence (P55212 24-179 limits assumed): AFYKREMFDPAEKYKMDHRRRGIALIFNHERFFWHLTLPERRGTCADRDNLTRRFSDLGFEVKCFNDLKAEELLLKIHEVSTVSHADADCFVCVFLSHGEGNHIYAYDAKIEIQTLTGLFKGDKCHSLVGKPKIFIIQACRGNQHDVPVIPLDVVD
Target sequence (P55212 194-293 limits assumed): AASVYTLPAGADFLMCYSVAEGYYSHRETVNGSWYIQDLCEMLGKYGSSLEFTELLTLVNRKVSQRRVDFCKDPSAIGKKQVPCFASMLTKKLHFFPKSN
S100A4 MyoIIA – blocks human S100A4 binding to myosin IIA peptide; 360,000 compounds, 0.14% hits; S100A4/TAMRA-MyoIIA peptide fluorescence polarization; AID 652163; inhibition, % at 10.7 µM;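 active means mean inhibition of at least 70% across replicates, with every replicate also reaching that level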
Target sequence (P26447 whole entry, looked up): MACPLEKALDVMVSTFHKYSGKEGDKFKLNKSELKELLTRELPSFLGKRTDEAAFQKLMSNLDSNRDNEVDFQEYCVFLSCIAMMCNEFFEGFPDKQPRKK
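Assay system: human S100A4 monomer with TAMRA-labelled myosin IIA peptide / Buffer or medium: Calcium-containing HEPES buffer, pH 7.2 / Reagent: TAMRA-labelled myosin IIA heavy-chain peptide probe, 5 nM / Compound: one dose per compound / Timing: polarization read 5 min after assay mix addition, stable 5–60 min / Benchmarks: neutral control DMSO, positive control TFP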
FN deposition inh – fibronectin deposition inhibition; AH1F fibroblasts, Alexa488-fibronectin deposition fluorescence, overnight; inhibition, % at 12.6 µM; 350,000 compounds, 0.086% hits;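 active means mean inhibition across replicates of 30% or more, regardless of how many single replicates reach that level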;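 further: positive control wells lacked labelled fibronectin entirely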
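Schedule: 1 h cell adhesion before compound, then overnight fibronectin incubation; test system: AH1F fibroblast monolayer depositing Alexa488-labelled fibronectin into matrix; quantity: 10000 AH1F cells per well; probe or stimulus: fluorescent fibronectin at 24 nM final; signal: fluorescence, ex 485 nm, em 525 nm; evaluation: percent inhibition as loss of matrix-bound fibronectin fluorescence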
LGR2 antag – Drosophila LGR2 receptor signaling inhibition; HEK293 LGR2, CRE-luciferase, bursicon-stimulated, 4 h; inhibition, % at 9.99 µM; 380,000 compounds, 0.35% hits; AID 720647;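 active means drop in luminescence signal, shown as inhibition above about 50% in the replicate tests, limit read from the data, passing the limit was not always enough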;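 further: agonist challenge used bursicon conditioned medium at about half maximal strength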
esBAF inh – inhibitors of esBAF chromatin remodeling in mouse ES cells; Bmi1-luciferase knock-in reporter, 24 h; 100% = twice the neutral-well signal; reporter increase, % at 12.5 µM; 350,000 compounds, 2% hits; in the data active means activation above about 40%;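 further: 0% = median of the plate's neutral control wells and 100% = double that signal; a rise in the Bmi1 reporter signal indicates esBAF inhibition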
The depositor's hits bear a star; . = not tested or not shown. Not all compounds are listed (hit frequency here may not be typical).

SMILES | SIRT5 block | Statin myotox sup | Casp6 inh | S100A4 MyoIIA | FN deposition inh | LGR2 antag | esBAF inh
O=C(O)CCc1nnc2n(Cc3ccc(F)cc3)c(=O)c3ccccc3n12 | . | -3 | 1 | -4 | 0 | 10 | 3
C(=N\c1nccs1)/c1cccnc1 | . | 112* | . | . | . | 15 | 0
C[C@@H]1CN([C@H](C)CO)C(=O)Cc2cc(NC(=O)Nc3cccc4ccccc34)ccc2O[C@@H]1CN(C)S(C)(=O)=O | -1 | -18 | 0 | -8 | . | 9 | 2
CC1(C)SC(=S)N(/N=C/c2ccccc2)C1N(O)C(=O)Nc1ccc([N+](=O)[O-])cc1 (stereo not given) | . | -3 | . | . | -1 | . | 5
O=C1C2ON(c3ccccc3)C(c3ccncc3)C2C(=O)N1c1ccccc1 (stereo not given) | . | 1 | . | . | 2 | . | 10
CCCC(=O)Nc1ccc2c(c1)OC[C@H](C)N(CC1CCOCC1)C[C@H](C)[C@H](OC)CN(C)C2=O | . | -1 | . | . | 5 | -6 | 2
Cc1ccc(NNC(=O)C(=O)N2CCCCC2)cc1 | -4 | . | -3 | -5 | -3 | 9 | .
CCOCCCn1c(SCC(=O)N(C)C2CCS(=O)(=O)C2)nc2ccccc2c1=O (stereo not given) | -4 | -3 | 8 | -1 | 2 | 11 | -3
CCn1c(C(=O)NCCCN2CCc3ccccc3C2)cc2sccc21 | . | -3 | . | . | . | -10 | -4
Clc1cccc(-c2nc(NCCN3CCOCC3)c3ccccc3n2)c1 | 1 | -22 | 1 | -3 | . | 5 | 0
CN(C)c1nc(N)nc(CSc2ncc(Cl)cc2Cl)n1 | . | -2 | . | . | 5 | -33 | 17
O=C(O)c1ccc(N2C(=O)CSC2c2cccc([N+](=O)[O-])c2)cc1 (stereo not given) | 4 | -22 | 1 | -23 | 8 | 2 | -3
Cc1ccc(C(=O)NNC(=O)COc2ccc(Cl)cc2C)o1 | 0 | 11 | -2 | 0 | 0 | 1 | -1
COc1ccc(C(=O)NC(=S)N(C)C2CCCCC2)cc1 | -6 | -8 | 4 | 0 | -2 | -11 | 15
O=S(=O)(NCc1ccccc1Cl)c1ccc(-n2cnnn2)cc1 | -2 | 0 | -1 | -3 | 0 | -15 | -1
CCCn1c(SCC(=O)Nc2ccc(NC(C)=O)cc2)nc2c1c(=O)n(C)c(=O)n2C | -4 | -3 | 3 | 2 | 8 | 10 | -2
Cc1cc(C(=O)COC(=O)c2ccc(N)c([N+](=O)[O-])c2)c(C)n1-c1ccc2c(c1)OCO2 | -1 | -7 | 4 | 3 | 0 | 5 | 11
Cc1c(NC(=O)Nc2cccc([N+](=O)[O-])c2)c(=O)n(-c2ccccc2)n1C | -6 | 2 | 0 | -2 | -4 | -1 | 1
CO[C@H](CN(C)C(=O)C1CC1)[C@H](C)CN(C(=O)Nc1ccc(C(F)(F)F)cc1)[C@H](C)CO | -1 | -19 | 8 | -2 | -4 | -8 | 1
Clc1ccc(CCNc2nc3ccccc3n3nnnc23)cc1 | -2 | 8 | -1 | 7 | 11 | -27 | 7
COC(=O)c1ccc(NC(=O)C2C3C=CC(O3)C2C(=O)O)cc1 (stereo not given) | . | 90* | . | . | . | -5 | 57*
COc1nc(Nc2cccc([N+](=O)[O-])c2)nc(OC)n1 | -2 | . | 0 | -1 | -11 | 8 | .
CCC(=O)N1[C@@H]2Cn3c(ccc(/C=C/c4ccccc4)c3=O)[C@H]1[C@@H](C(=O)N1CCOCC1)[C@@H]2CO | -163 | 0 | -2 | -1 | . | -2 | 2
COc1ccc(C(=O)Nc2ccc3c(c2)OCO3)cc1S(=O)(=O)N1CCOCC1 | 6 | -10 | -1 | -1 | -1 | -7 | -6

An excerpt of these results, as tab-separated lines:
canonical_smiles	SIRT5 block	Statin myotox sup	Casp6 inh	S100A4 MyoIIA	FN deposition inh	LGR2 antag	esBAF inh
CCCn1c(SCC(=O)Nc2ccc(NC(C)=O)cc2)nc2c1c(=O)n(C)c(=O)n2C	-4	-3	3	2	8	10	-2
Cc1cc(C(=O)COC(=O)c2ccc(N)c([N+](=O)[O-])c2)c(C)n1-c1ccc2c(c1)OCO2	-1	-7	4	3	0	5	11
Cc1c(NC(=O)Nc2cccc([N+](=O)[O-])c2)c(=O)n(-c2ccccc2)n1C	-6	2	0	-2	-4	-1	1

Next part.
SMILES | SIRT5 block | Statin myotox sup | Casp6 inh | S100A4 MyoIIA | FN deposition inh | LGR2 antag | esBAF inh
Cc1cccn2c(=O)nc(SCC(=O)N3CCCC3)nc12 | -2 | 2 | 2 | -7 | -5 | -9 | -1
O=C(CCS(=O)(=O)c1cccc2nonc12)NCCc1ccccc1 | . | 10 | . | . | -7 | . | -3
CCCCNS(=O)(=O)c1ccc(OC)c2ncccc12 | . | -4 | . | . | 1 | . | 5
COCCCN1C(=O)C(CC(=O)NCCc2ccccn2)CC(C(=O)N(C(C)C)C(C)C)=C1C (stereo not given) | 10 | -7 | 0 | -4 | -1 | 3 | -4
CCNC(=O)NC(=O)C(C)Sc1nc2cc(C(=O)OC)ccc2c(=O)n1-c1ccccc1 (stereo not given) | . | 11 | . | . | . | -12 | 10
CCCCC1(CC(=O)OCC)SCCN1C(N)=O (stereo not given) | -2 | -1 | 2 | 2 | 9 | 15 | -3
O=C(NCc1ccccc1)C1=C[C@H](c2ccccc2)C[C@H](OCc2ccc(CO)cc2)O1 | 1 | -4 | 1 | 43 | 5 | -2 | -5
C#CCOCCOCCOCCNc1nc(N2CCN(C(=O)CCCCCCCCCCNC(=O)Cn3cc(CCCCCN)nn3)CC2)nc(N2CCN(C(=O)CCCCCCCCCCNC(=O)Cn3cc(C[C@@H](C)O)nn3)CC2)n1 | -2 | -11 | -52 | -8 | . | -20 | 9
CCc1ccc(/C(C)=N/NC(=O)c2c[nH]c3ccccc23)s1 | 1 | -4 | 5 | -4 | 6 | -11 | 18
COc1ccc(CNC(=O)c2cccc(S(=O)(=O)N3CCCCC3)c2)cc1OC | -20 | -2 | -4 | 0 | -3 | 6 | -24
CC1CC(C)CN(S(=O)(=O)c2ccc(C(=O)N3CCN(c4ccccc4)CC3)cc2)C1 (stereo not given) | -9 | -3 | 1 | 6 | . | -1 | -7
N#C[C@H]1[C@@H](c2ccc(/C=C/c3ccccc3)cc2)[C@@H](CO)N1C(=O)C1CCCC1 | 2 | -42 | 0 | 7 | 7 | -11 | -6
COc1cccc(/C=C2\SC(=O)N(CCC(=O)NC3CCS(=O)(=O)C3)C2=O)c1 (stereo not given) | -3 | 1 | 4 | 4 | -5 | -5 | 19
COc1ccccc1CN(C)C(=O)c1cc(C)nc2ccccc12 | 1 | 7 | -3 | -8 | 5 | 16 | -7
Cc1nc(CNS(=O)(=O)c2ccc(F)cc2)cs1 | -2 | -2 | -1 | 0 | 4 | 16 | -5
CCOc1cc(/C=C2/NC(=O)N(CC(=O)Nc3cccc(C)c3)C2=O)ccc1OC | 0 | 4 | -1 | 0 | . | -4 | 2
Cc1ccnc(N2CCCC(C(=O)NCc3cccs3)C2)n1 (stereo not given) | . | 11 | . | . | -4 | . | 0
COC(=O)C1=C(C)N(Cc2cccc(C(F)(F)F)c2)C(=NCc2ccc3c(c2)OCO3)NC1c1cccc(C(F)(F)F)c1 (stereo not given) | . | . | 6 | 1 | -8 | 12 | .
CCOc1cc(/C=N\NC(=O)CC(=O)NCCc2ccccc2)ccc1O | 0 | -2 | -2 | 0 | 9 | 1 | 0
COc1cc2c(cc1OC)C(=O)N(C)CC2 | -2 | 0 | 1 | 13 | . | -6 | -4
Cc1cccc(S(=O)(=O)N2C[C@@H](O)COC[C@H]3O[C@H](CC(=O)Nc4ccc(-c5ccccc5)cc4)CC[C@@H]32)c1 | . | -21 | . | . | 1 | 22 | -1
COCC(=O)OC1CCn2c1nc1c2C(=O)C(C)=C(NC(C)=O)C1=O (stereo not given) | 4 | . | 99* | -63 | 1 | 86* | .
CCN1CCN(C(=O)c2ccc(OC)c(S(=O)(=O)Nc3ccc(C)cc3)c2)CC1 | -6 | 6 | -1 | -1 | -6 | 24 | -2
Cc1noc(C)c1S(=O)(=O)Nc1ccc2c(c1)C(=O)N([C@H](C)CO)C[C@@H](C)[C@@H](CN(C)C(=O)NC1CCCCC1)O2 | 4 | -26 | 1 | -1 | 2 | 5 | -2

One compound at a time (already shown). Screens in order: SIRT5 block, Statin myotox sup, Casp6 inh, S100A4 MyoIIA, FN deposition inh, LGR2 antag, esBAF inh
Listed for CCOc1cc(/C=N\NC(=O)CC(=O)NCCc2ccccc2)ccc1O → 0, -2, -2, 0, 9, 1, 0
Listed for Cc1nc(CNS(=O)(=O)c2ccc(F)cc2)cs1 → -2, -2, -1, 0, 4, 16, -5
Listed for CCOc1cc(/C=C2/NC(=O)N(CC(=O)Nc3cccc(C)c3)C2=O)ccc1OC → 0, 4, -1, 0, ., -4, 2
Listed for COC(=O)C1=C(C)N(Cc2cccc(C(F)(F)F)c2)C(=NCc2ccc3c(c2)OCO3)NC1c1cccc(C(F)(F)F)c1 (stereo not given) → ., ., 6, 1, -8, 12, .

Following part
SMILES | SIRT5 block | Statin myotox sup | Casp6 inh | S100A4 MyoIIA | FN deposition inh | LGR2 antag | esBAF inh
CCOc1ccccc1NC(=O)CSc1ncnc2c1oc1ccccc12 | . | -8 | . | . | 0 | . | 4
CC(NC(=O)C1c2ccccc2Oc2ccccc21)C1CCCO1 (stereo not given) | -2 | -4 | 10 | -2 | -2 | 0 | -5
O=C(COC(=O)/C=C/c1ccco1)NCc1ccccc1 | -2 | . | 1 | 0 | . | -8 | .
O=C(O)c1ccc(NC(=O)c2cccc(C(=O)Nc3ccc(C(=O)O)cc3)c2)cc1 | 33* | -8 | 3 | 1 | 24 | -27 | -1
C[C@@H]1CN([C@H](C)CO)C(=O)c2cc(NC(=O)Nc3ccc(C(F)(F)F)cc3)ccc2O[C@H]1CN(C)Cc1ccc(C(=O)Nc2ccccc2N)cc1 | 8 | . | 1 | -7 | . | -11 | .
COCC(=O)Nc1ccc2c(c1)C(=O)N(C)[C@H]1CC[C@H](CC(=O)NCCc3ccccc3)O[C@H]1CO2 | 7 | 5 | -4 | -4 | -3 | -11 | 4
O=C(O)c1ccccc1OCCOCCOc1ccccc1C(=O)O | . | -4 | . | . | 8 | 16 | -2
O=C1Nc2cc(Cl)c(Cl)cc2N(O)N1c1ccccc1Cl | -3 | . | 0 | 1 | -9 | 7 | .
Cc1ccc(-c2cnc3c(c2)C(=O)N([C@H](C)CO)C[C@H](C)[C@H](CN(C)C)O3)cc1 | -1 | -2 | -4 | 2 | -5 | 22 | 1
O=C(NCCc1c[nH]c2ccccc12)/C(=C/c1cccnc1)NC(=O)c1cccs1 | -5 | . | -5 | -2 | 6 | 12 | .
Cc1ccc2oc(C(=O)NC3CCS(=O)(=O)C3)c(C)c2c1 (stereo not given) | -3 | . | 4 | -5 | -2 | 1 | .
Cc1ccc(COc2ccsc2-c2n[nH]c(=S)n2C)cc1 | . | 2 | . | . | -5 | . | 0
COc1ccc(NC(=O)CN2C(=O)NC3(CCCC3)C2=O)cc1OC | 0 | -4 | 2 | -3 | 4 | -4 | -7
O=C1CSC(c2cccs2)N1c1nncs1 (stereo not given) | -2 | . | 1 | 8 | 5 | 14 | .
O=C(C[C@@H]1C=C[C@H](NS(=O)(=O)c2cccc(F)c2)[C@@H](CO)O1)NCc1ccc2c(c1)OCO2 | -1 | 5 | -2 | 9 | 4 | -6 | 5
CC(NC(=O)Nc1ccccc1)C(c1cccs1)N1CCOCC1 (stereo not given) | 1 | 8 | 2 | -4 | -4 | 13 | 0
O=c1cc(CN2CCN(c3ccccc3F)CC2)c2c(ccc3ccccc32)o1 | 3 | 1 | -2 | -17 | 10 | 11 | -7
CC(C)C(OC(=O)c1ccco1)C(=O)NCc1ccc2c(c1)OCO2 (stereo not given) | 0 | 15 | 1 | -1 | 5 | 8 | -6
Cc1ccc(-n2c(SCC(=O)O)nc3sc4c(c3c2=O)CC(C)(C)SC4)cc1 | -1 | 3 | 2 | 4 | -1 | 14 | 0

Bioassay records from PubChem.
